Source: PubChem BioAssay
tim23-1 inh: growth inhibitors of tim23-1 mutant yeast | 330,000 tested, 1.3% active | inhibition, % at 20 µM | S. cerevisiae tim23-1 growth, BacTiter-Glo luminescence, 24 h;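 active means growth inhibition of the mutant yeast at or above 50%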;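 further: temperature-sensitive mutant grown at 25 °C; plate controls were DMSO-treated mutant yeast for no effect and medium wells lacking yeast for full effect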
MPTP block: permeability transition pore inhibition. AID 602449. inhibition, % at 10 µM. isolated mouse mitochondria, Ca2+ swelling absorbance, 30 min. 360,000 tested, 1.4% active;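 active means inhibition of 50% or more, scaled per plate between neutral and stimulator controls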;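 further: 0% = DMSO wells given calcium and 100% = 1 mM EGTA wells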
APJ ag: APJ receptor agonism; AID 2520; activation, % at 20 µM; 330,000 tested, 0.11% active; CHO-K1 APJ PathHunter beta-arrestin, luminescence; 0% DMSO wells, 100% apelin; P35414;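 active means activation more than six SD over the plate average, tested at 20 µM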;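 further: 0% = DMSO alone and 100% = apelin-13 at 10 nM; some results filed as inactive read as strong as hits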
Target sequence (P35414 whole entry, looked up): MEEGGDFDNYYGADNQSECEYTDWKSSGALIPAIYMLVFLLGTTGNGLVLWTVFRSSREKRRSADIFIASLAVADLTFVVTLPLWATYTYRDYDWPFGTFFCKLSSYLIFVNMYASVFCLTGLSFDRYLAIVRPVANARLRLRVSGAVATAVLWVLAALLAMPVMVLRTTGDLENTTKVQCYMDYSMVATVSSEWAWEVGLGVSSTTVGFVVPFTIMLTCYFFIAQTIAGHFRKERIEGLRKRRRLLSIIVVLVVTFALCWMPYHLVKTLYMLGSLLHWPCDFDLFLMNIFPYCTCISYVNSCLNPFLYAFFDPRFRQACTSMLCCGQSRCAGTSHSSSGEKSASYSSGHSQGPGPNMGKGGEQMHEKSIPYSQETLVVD
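Material: CHO-K1 APJ beta-arrestin complementation cell line; Input: cell density 1000 per well; Incubation: compound stimulation 90 min at 25 °C, detection 60 min; Signal: luminescence from split beta-galactosidase complementation, Galacton Star/Emerald II substrate; Controls: DMSO-only wells as negative, 10 nM Apelin-13 as positive control.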
APJ antagonist: blocks the human apelin receptor APJ; CHO-K1 APJ beta-arrestin complementation, luminescence; inhibition, % at 20 µM; 330,000 tested, 0.32% active; AID 2521;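 active means inhibition above about 40% at 20 µM, limit read from the data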;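 further: cells challenged with 10 nM apelin-13 agonist together with compound; plate controls were apelin-13 plus DMSO wells for no effect and DMSO wells lacking apelin-13 for full effect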
tim10-1 inh: growth inhibitors of tim10-1 mutant yeast; S. cerevisiae tim10-1 ts strain growth, BacTiter-Glo, 24 h; inhibition, % at 20 µM; 330,000 tested, 2.2% active;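 active means inhibition of at least 40%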;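 further: mutant grown at 25 °C; 0% = DMSO wells with yeast and 100% = wells holding no yeast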
TIM10 inh: TIM10 yeast growth inhibition; S. cerevisiae TIM10 strain growth, BacTiter-Glo luminescence, 24 h; inhibition, % at 10 µM; 330,000 tested, 1.4% active;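 active means inhibition of 40% or more at the single tested concentration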;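 further: wild-type TIM10 isogenic control strain grown at permissive 25 °C; 0% = DMSO yeast wells and 100% = minimal medium wells without yeast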
NALP3 yeast inh: NALP3 inhibition in yeast; Yeast reconstituted NLRP3/ASC/caspase-1, beta-gal luminescence, 24 h; inhibition, % at 10 µM; 330,000 tested, 0.39% active;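 active means inhibition of 50% or more; inactive means inhibition below 50%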;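 further: plate controls were induced DMSO wells for no effect and uninduced yeast grown without galactose for full effect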
GRIN3A LBD mod: modulates the human NR3A ligand-binding domain. NR3A LBD differential scanning fluorimetry, Tm shift; 0% = protein alone, 100% = glycine-bound protein. Tm shift relative to glycine control, % at 25 µM. 340,000 tested, 2.5% active. AID 1259313;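 active means melting temperature shift of at least 10% of the positive control shift, at one fixed dose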
MIN6 prolif: induces beta-cell replication in MIN6 cells. MIN6 cells proliferation, ATPlite luminescence, 48 h; cells starved in 0.2% serum; 100% = growth in 10% serum. 330,000 tested, 0.29% active. proliferation, % at 10 µM. AID 2380;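 active means compounds whose signal lies at least 3.5 SD above the mean of all wells on their plate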;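 further: 0% = DMSO-treated cells in low-serum medium and 100% = 10% serum control; some compounds called inactive have numbers as strong as hits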
Active calls of the source: *. Not a hit list; 7.2% or so of the library scored in one or more.

SMILES	tim23-1 inh	MPTP block	APJ ag	APJ antagonist	tim10-1 inh	TIM10 inh	NALP3 yeast inh	GRIN3A LBD mod	MIN6 prolif
CCC(=O)c1cc2c(cc1NC(=O)c1ccccc1)OCCO2	18	1.9	3	10	12	20	8	2	2
COc1ccc(C(=O)Nc2nc3nccc(-c4ccccc4)n3n2)cc1	-20	-0.4	2	-20	-34	-10	4	-35	0
CCOC(=O)N1CCC(=C(C#N)C(=O)Nc2cc(OC)ccc2OC)CC1	33	-0.7	-3	-12	24	20	-3	-15	0
Cc1ccc2nc(NC(=O)COC(=O)c3ccco3)sc2c1	17	-0.3	-5	-6	7	31	-7	-2	-4
CCOC(=O)C1CCN(C(=O)CCS(=O)(=O)c2ccc3c(c2)n(C)c(=O)c(=O)n3C)CC1	-4	-1.2	-2	-22	-13	3	15	-3	-1
CCCC(=O)Nc1ccc2c(c1)nc(CCN1CCCCC1)n2C	1	1.6	-1	7	-8	-2	7	0	-2
COc1ccc(-n2c(C)cc(C(=O)CN3CCCCC3)c2C)cc1	1	-0.1	-2	7	14	2	20	1	-3
Cn1cc(S(=O)(=O)N2CCOCC2)cc1C(=O)Nc1cccc(Cl)c1	6	-0.9	-3	17	-2	-9	6	5	0
CC(=O)N1c2ccc(S(=O)(=O)N3CCC(C(=O)NCc4ccccc4)CC3)cc2CC1C (stereo not given)	15	-1.6	-2	-2	16	-4	5	-1	-3
CN1CCN(S(=O)(=O)c2cnccc2N2CCN(c3cccc(Cl)c3)CC2)CC1	25	-1.2	-1	-2	24	29	6	-2	0
CC(=O)c1cccc(NC(=O)CSc2ncc(C(=O)Nc3ccccc3)c(=O)n2C)c1	-10	-1.1	-10	26	-13	-9	12	0	-7
COc1ccc(/C=C/C(=O)NCCn2c(C)cc3ccccc32)cc1OC	37	-0.1	-4	8	31	0	19	2	-5

In the list so far, four have an aryl methoxy group:
SMILES	tim23-1 inh	MPTP block	APJ ag	APJ antagonist	tim10-1 inh	TIM10 inh	NALP3 yeast inh	GRIN3A LBD mod	MIN6 prolif
COc1ccc(C(=O)Nc2nc3nccc(-c4ccccc4)n3n2)cc1	-20	-0.4	2	-20	-34	-10	4	-35	0
CCOC(=O)N1CCC(=C(C#N)C(=O)Nc2cc(OC)ccc2OC)CC1	33	-0.7	-3	-12	24	20	-3	-15	0
COc1ccc(-n2c(C)cc(C(=O)CN3CCCCC3)c2C)cc1	1	-0.1	-2	7	14	2	20	1	-3
COc1ccc(/C=C/C(=O)NCCn2c(C)cc3ccccc32)cc1OC	37	-0.1	-4	8	31	0	19	2	-5

Later entries
SMILES	tim23-1 inh	MPTP block	APJ ag	APJ antagonist	tim10-1 inh	TIM10 inh	NALP3 yeast inh	GRIN3A LBD mod	MIN6 prolif
C=CCOC(=O)C1CC=CCC1C(=O)Oc1ccc(F)cc1F (stereo not given)	13	0.8	-5	-10	13	6	-3	1	-2
CC(C)(CO)NC(=O)CC1C(=O)NCCN1Cc1ccc(-c2ccccc2)cc1 (stereo not given)	8	0.3	-6	7	-7	7	7	0	2
CC1CCc2c(sc(NC(=O)Cn3nc(C(=O)O)c4ccccc4c3=O)c2C#N)C1 (stereo not given)	6	3.3	-4	-7	11	-22	4	-6	-4
CCC1CCCCN1S(=O)(=O)c1ccc2c(c1)CCN2C(C)=O (stereo not given)	34	-2.4	9	4	39	12	-10	-3	0
Cc1cc(/C=N/NC(N)=O)c(C)n1C1CCCCC1	9	-1.1	0	8	23	-9	6	-2	0
O=C(NCc1cccc(C(F)(F)F)c1)N1CCN(C(=O)c2ccccc2)CC1	13	0.5	-2	-19	4	3	23	1	0
CC1(NC(=O)COc2ccccc2-c2ccccc2)CCS(=O)(=O)C1 (stereo not given)	21	1.1	-3	-8	17	16	19	1	-1
CCOC(=O)N1CCN(C(=O)CCC(=O)c2ccc(OCC)cc2)CC1	19	-1.6	-2	-2	23	-9	9	1	-3
O=C(Nc1ccc2c(c1)nc1n2CCOC1)C1CCCCC1	32	-0.4	10	1	10	-2	32	0	1
CCOc1ccc(N(CC(=O)NC2CCCC2)C(=O)CCCC(=O)Nc2ccccn2)cc1	3	-1.4	1	5	14	1	7	1	1
CC1CN(C(=O)c2cnn3c(C(F)F)cc(-c4ccccc4)nc23)CC(C)O1 (stereo not given)	-2	0.4	-4	4	5	6	-13	-1	1
CCN(CC)C(=O)COc1ccc(C=O)cc1OC	5	-2.0	-4	11	18	3	0	-2	0
CC(C)CNc1nc(N)c([N+](=O)[O-])c(NCC2CCCO2)n1 (stereo not given)	22	-0.4	1	7	21	23	0	-1	3
CCC(=O)c1ccc(OCC(=O)NC2CCCC2)cc1	12	-0.9	4	4	9	6	28	-2	-3
CC(C)(C)NC(=O)C1Cc2ccccc2CN1S(=O)(=O)c1ccc(F)cc1 (stereo not given)	26	-0.3	-2	13	28	22	16	-2	-3
CCN(CC)S(=O)(=O)c1ccc(NC(=O)c2ccccn2)cc1	6	-0.8	5	-18	23	-7	8	3	-1
COc1ccccc1NC(=S)N1CCc2cc(OC)c(OC)cc2C1	14	0.8	-3	-10	11	2	18	-1	-4
COc1cccc(Cn2cc(-c3cccc(C(F)(F)F)c3)nn2)c1	-10	0.0	-2	-3	42*	-1	8	-8	-4
C=CCNC(=O)COC(=O)c1oc2ccccc2c1CSC1CCCCC1	12	-17	-4	13	20	26	10	-4	-1
Cc1cccc2c1N(CCCOc1ccc(C(C)(C)C)cc1)C(=O)C2=O	47	-0.9	-14	21	40*	27	0	0	-6
O=P(COCCOCCOCCOCP(=O)(c1ccccc1)c1ccccc1)(c1ccccc1)c1ccccc1	0	-0.7	-1	-15	-7	-17	15	0	-2
Cc1ccccc1NC(=S)NC(C)C(c1ccccc1)N1CCN(C)CC1 (stereo not given)	2	1.8	1	5	9	-29	14	0	-2
CCOC(=O)CSc1nc2sc3c(c2c(=O)n1-c1ccc(C)cc1)CCN(C)C3	3	-0.1	-1	15	17	2	9	0	-3
Cc1cccc(C)c1NC1=NC(=S)N(c2ccccc2)C12CCOC(C)(C)C2 (stereo not given)	23	-2.2	-2	-17	19	19	-6	0	-4
C=CCn1c(CNC(=O)c2cccs2)n[nH]c1=S	-1	-0.1	-2	5	6	8	7	-4	0
CC(=O)c1ccccc1NS(=O)(=O)c1cccc2nonc12	-3	0.0	-6	-42	-5	6	18	-3	1
Cc1ccc(S(=O)(=O)C(CNC(=O)C(C)C)c2cccs2)cc1 (stereo not given)	9	0.1	-3	35	-5	-8	8	-2	-3
Cc1sc(N)c(C(=O)c2ccccc2Cl)c1C	39	1.1	-3	21	31	-10	29	0	-4
COc1ccc(C(=O)NC2CC2)cc1OC1CCN(Cc2ccc(NC(C)=O)cc2)CC1	1	1.8	-4	-41	-3	-6	5	1	-2
O=C(Cn1cc2c(n1)CCCCC2)N1CCc2ccccc2C1	13	-2.2	-2	5	-1	0	21	-1	-3
CCOC(=O)CN1CC23C=CC(O2)C(C(=O)N2CCN(c4ccc(F)cc4)CC2)C3C1=O (stereo not given)	-5	-0.7	3	-4	-21	-12	3	0	8
Cc1cc(C)c(NC(=O)C2CCCN2C(=O)NC2CCCCC2)c(C)c1 (stereo not given)	17	0.3	-7	14	18	5	-14	3	0
CCOc1c2ccc(C(=O)NC3CCCc4ccccc43)cc2nn1C (stereo not given)	14	-1.7	-3	4	9	0	6	1	-4
Cc1nc2ccc(NS(=O)(=O)c3c(C)c(C)cc(C)c3C)cc2s1	5	-0.3	13	18	12	3	21	-8	-1
CN(Cc1ccco1)S(=O)(=O)c1ccc2c(c1)CCN2C(=O)CCC(=O)O	9	0.0	4	-5	18	7	7	1	0
CCN1C(=O)[C@@H]2[C@@H](c3ccc(-c4ccc(F)cc4)c(OC)c3)N3CCC[C@@]3(C(=O)OC)[C@@H]2C1=O	6	-0.5	-1	7	-4	-2	8	-5	-3
CCOc1ccc2c(c1)OC1(CCC(C)C1)CC2=O (stereo not given)	11	-0.5	3	7	9	7	11	-1	-2
COc1ccc(S(=O)(=O)NC(N)=NCCc2ccc(OC)c(OC)c2)cc1C	9	-1.7	-3	15	13	8	-4	-2	2
Cc1ccc(NCc2nnc(SCC(=O)c3ccccc3)n2Cc2ccco2)c(C)c1	20	1.2	-5	-13	36	31	10	-2	-5
COc1cc(OC)c2c(c1)S(=O)(=O)C(c1ccccc1)=C2N	-1	-1.7	-2	-4	-6	-1	11	0	2
COC(=O)CCc1c(C)c(C(=O)c2ccc(F)cc2)c2ccccn12	31	-1.3	-5	0	28	18	2	-2	1
C/C=C/c1cc(OC)c2c(c1)[C@H](C)[C@@H](c1ccc(O)c(OC)c1)O2	25	1.7	-1	-7	23	7	-5	-4	-5
Cc1cc(NC(=O)CCC(=O)N(CC(=O)NCC2CCCO2)c2ccccc2)no1 (stereo not given)	-7	-1.3	0	1	-12	-10	3	0	-1
COC(=O)c1ccc(NC(=O)N2CCC(O)(c3cccnc3)CC2)cc1	7	-0.5	-5	1	3	-3	15	-1	-1
CS(=O)(=O)Nc1ccc(C2=NN(C(=O)c3ccco3)C(c3ccccc3)C2)cc1 (stereo not given)	-3	-0.9	-4	8	11	5	0	12*	-1
Cc1cc(NC(=O)c2ccco2)c(=O)n(Cc2c(F)cccc2Cl)c1	13	-3.9	2	9	-14	-4	23	-2	6.3*
CC(C)CCNC(=O)c1ccc(CS(=O)(=O)Cc2ccccc2F)o1	2	1.1	-3	13	8	-9	-13	-1	3
CCCOC(=O)NC(CC)COC(=O)Nc1cc(C)ccc1C (stereo not given)	18	-3.8	-2	11	6	4	20	-2	-3
Cc1cc(OCCOc2cccc3cccnc23)c(C)cc1Cl	5	-1.0	1	21	-8	16	19	-18	-2
COc1ccc(NC(=O)c2ccc(NC(=O)c3nc4nccc(C)n4n3)cc2)cc1	-10	-0.9	-2	9	-28	12	-4	-6	-3
O=C(c1cccc(Oc2ccc([N+](=O)[O-])cc2Cl)c1)N1CCOCC1	20	-0.2	-1	-24	25	9	10	1	4
O=C(c1cccc(S(=O)(=O)NCc2ccccc2)c1)N1CCCC1	10	-0.1	-2	7	4	2	5	-1	0
CCOC(=O)c1c(C)oc2ccc(NS(=O)(=O)c3ccc4c5c(cccc35)C(=O)N4)cc12	17	-0.2	-1	-10	23	4	-1	4	-3
CCC/C(=N\NC(=O)c1ccco1)c1ccc(Cl)s1	24	-0.7	-2	8	13	-1	17	1	0
CC(C#N)Sc1ncnc2sc(-c3ccccc3)cc12 (stereo not given)	28	1.1	-5	0	15	-9	25	0	0
CC1CCCCN1C(=O)Cn1c(=O)n(CCC(=O)NCc2ccco2)c(=O)c2sccc21 (stereo not given)	-3	-0.7	-1	5	-2	-2	2	0	1
Cc1ccc(NC(=O)Nc2cccc(C(F)(F)F)c2)nc1	12	1.5	-2	0	17	8	-7	0	5
Cc1cccc(NC(=O)C2(c3ccc([N+](=O)[O-])cc3)CCCC2)c1	25	25	-1	-3	20	18	30	-10	-3
COc1cccc(OC)c1C(=O)N1CCN(c2ccccn2)CC1	0	-0.5	-1	11	1	5	13	-4	0
N#CC1(C#N)COC23CCCCC2C1(C#N)C(=N)O3 (stereo not given)	4	3.0	2	-14	13	6	-6	-3	0
Further entries
SMILES	tim23-1 inh	MPTP block	APJ ag	APJ antagonist	tim10-1 inh	TIM10 inh	NALP3 yeast inh	GRIN3A LBD mod	MIN6 prolif
CCCc1cc(=O)[nH]c(SCC(=O)N(C)C2CCCCC2)n1	0	0.2	-2	-1	9	-6	-2	1	-1
Cc1cc(NC(=O)CSCC(=O)Nc2cc(Cl)ccc2N2CCN(C)CC2)no1	-6	-0.7	-2	4	-4	1	7	1	-1
COc1ccccc1NC(=O)CSc1nc(O)c(Cc2ccccc2)c(=O)[nH]1	-3	0.0	-5	11	-15	0	19	4	0
Cc1cccc(Nc2nc3ccccc3n3nnnc23)c1	-12	0.7	-4	27	19	8	22	1	1
